# Assay outcomes from PubChem.
# PME-1 inh: PME-1 inhibitors via competitive probe labeling, primary screen, biochemical, fluorescence polarization, FP-Rh probe, HTS; Protein phosphatase methylesterase 1 (Homo sapiens), Q9Y570; recombinant PME-1; inhibition, % at 5.9 µM; hit rate 0.53% among 320,000;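 active means inhibition above the campaign mean of all compounds plus 3 SD, cut at about 26% in these data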;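 further: competitive labeling of PME-1 active site by serine hydrolase directed probe; 0% = PME-1 with DMSO and 100% = wells lacking PME-1 enzyme; inhibitors block probe labeling so polarization falls and inhibition rises; many of its hits are not listed in these tables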
# Target sequence (Q9Y570 whole entry, looked up): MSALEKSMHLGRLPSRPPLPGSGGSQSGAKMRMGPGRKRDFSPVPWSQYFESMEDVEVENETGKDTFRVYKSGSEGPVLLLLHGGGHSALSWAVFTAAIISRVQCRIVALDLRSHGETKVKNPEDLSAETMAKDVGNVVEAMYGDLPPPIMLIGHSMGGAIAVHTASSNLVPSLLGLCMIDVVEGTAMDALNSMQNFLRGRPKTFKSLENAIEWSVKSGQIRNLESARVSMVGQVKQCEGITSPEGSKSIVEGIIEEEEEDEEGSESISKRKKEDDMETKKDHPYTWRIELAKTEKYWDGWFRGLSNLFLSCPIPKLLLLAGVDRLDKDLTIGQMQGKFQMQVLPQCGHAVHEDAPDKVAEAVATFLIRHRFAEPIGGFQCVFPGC
# LYPLA1 inh: LYPLA1 inhibitors, primary screen, counter-screen for PME1 inhibitor project, biochemical, fluorescence polarization, FP-Rh probe ABPP; recombinant LYPLA1; inhibition, % at 5.9 µM; hit rate 0.16% among 320,000; AID 2174, 2009;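 active means inhibition above the mean of all tested compounds plus 3 SD, set per campaign, cut at about 14% in these data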;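 further: inhibitors block serine hydrolase probe labeling of LYPLA1 so polarization falls; 0% = enzyme with DMSO and 100% = wells lacking LYPLA1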
# Target sequence (O75608 whole entry, looked up): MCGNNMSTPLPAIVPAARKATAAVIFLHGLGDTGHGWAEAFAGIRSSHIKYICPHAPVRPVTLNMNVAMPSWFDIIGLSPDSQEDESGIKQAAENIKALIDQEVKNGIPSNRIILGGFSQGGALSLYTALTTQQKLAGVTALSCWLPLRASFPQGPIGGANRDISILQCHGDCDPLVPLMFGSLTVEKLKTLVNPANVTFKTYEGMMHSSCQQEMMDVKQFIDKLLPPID
# PAD4 FP inh: human PAD4 inhibitors, primary screen, biochemical, fluorescence polarization, 1536-well format; AID 485272, 2010; inhibition, % at 6.36 µM; hit rate 0.41% among 330,000; Protein-arginine deiminase type-4 (Homo sapiens), Q9UM07; recombinant PAD4, RCA probe fluorescence polarization;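 active means percent inhibition above a cutoff equal to the mean of all tested compounds plus 3 SD, cut at about 15% in these data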;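 further: 0% = PAD4 with RCA probe and DMSO and 100% = probe without PAD4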
# PREPL inh: PREPL enzyme inhibitors, primary screen, biochemical, fluorescence polarization; inhibition, % at 5.96 µM; recombinant PREPL, fluorescence polarization activity-based probe; hit rate 0.68% among 320,000; Prolyl endopeptidase-like (Homo sapiens), Q4J6C6; in the data active means inhibition above about 43%;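 further: 0% = enzyme with DMSO and 100% = wells lacking enzyme; many of its hits are not listed in these tables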
# LYPLA2 counter: LYPLA2 inhibitors, primary screen, counter-screen for PME1 inhibitor project, biochemical, fluorescence polarization, FP-Rh probe ABPP. Acyl-protein thioesterase 2 (Homo sapiens), O95372. recombinant LYPLA2. inhibition, % at 5.9 µM. hit rate 0.38% among 320,000. AID 2177, 2009;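 active means inhibition above the screen-wide mean plus 3 SD, limit set per campaign, cut at about 26% in these data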;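 further: 0% = LYPLA2 with DMSO and 100% = wells lacking LYPLA2 enzyme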
# pPAFAH FP inh: pPAFAH enzyme inhibitors, primary screen, biochemical, fluorescence polarization, human. recombinant pPAFAH, FP-rhodamine probe fluorescence polarization. inhibition, % at 3.39 µM. hit rate 1.5% among 330,000. AID 463082, 2010;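 active means inhibition above the mean inhibition across the screen plus 3 SD, cut at about 25% in these data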;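 further: inhibitors block binding of the rhodamine activity-based probe so polarization drops; 0% = enzyme with DMSO and 100% = wells lacking pPAFAH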
# GSTO1 inh: inhibitors of recombinant GSTO1, primary screen, counter-screen for RBBP9 inhibitor project, biochemical, fluorescence polarization | Glutathione S-transferase omega-1 (Homo sapiens), P78417 | activity-based probe fluorescence polarization | inhibition, % at 5.96 µM | hit rate 1.1% among 300,000;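 active means inhibition above the campaign mean inhibition plus 3 SD, cut at about 35% in these data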;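 further: 0% = GSTO1-1 with DMSO and 100% = wells lacking GSTO1-1 enzyme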
# PAFAH1B2 inh: PAFAH1B2 enzyme inhibitors, primary screen, biochemical, fluorescence polarization, human | recombinant PAFAH1B2, FP-rhodamine activity probe | inhibition, % at 3.39 µM | hit rate 1.2% among 340,000;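 active means inhibition above the mean of all tested compounds plus 3 SD, cut at about 24% in these data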;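 further: 0% = enzyme with DMSO and 100% = wells lacking PAFAH1B2; many of its hits are not listed in these tables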
# Target sequence (P68402 whole entry, looked up): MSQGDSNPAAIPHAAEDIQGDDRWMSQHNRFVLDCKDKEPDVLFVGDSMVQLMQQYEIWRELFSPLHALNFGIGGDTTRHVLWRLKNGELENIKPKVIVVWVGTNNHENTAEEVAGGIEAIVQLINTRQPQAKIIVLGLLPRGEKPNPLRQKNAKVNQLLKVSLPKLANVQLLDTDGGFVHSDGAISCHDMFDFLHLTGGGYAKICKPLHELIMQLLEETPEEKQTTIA
# PAFAH1B3 inh: PAFAH1B3 enzyme inhibitors, primary screen, biochemical, fluorescence polarization, human. Platelet-activating factor acetylhydrolase IB subunit alpha1 (Homo sapiens), Q15102. recombinant PAFAH1B3, FP-rhodamine probe. inhibition, % at 3.39 µM. hit rate 0.28% among 340,000;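 active means inhibition above the screen-wide average of all tested compounds plus 3 SD, cut at about 25% in these data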;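 further: 0% = enzyme with DMSO only and 100% = wells lacking PAFAH1B3 protein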
# Target sequence (Q15102 whole entry, looked up): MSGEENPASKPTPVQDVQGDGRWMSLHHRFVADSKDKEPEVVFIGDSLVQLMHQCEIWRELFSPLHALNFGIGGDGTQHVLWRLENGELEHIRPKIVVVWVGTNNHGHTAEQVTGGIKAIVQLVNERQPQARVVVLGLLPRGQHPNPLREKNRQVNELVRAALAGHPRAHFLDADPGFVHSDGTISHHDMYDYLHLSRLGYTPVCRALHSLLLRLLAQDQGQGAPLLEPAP
# The depositor's hits bear a star; nt = no result given. Only part of the results is shown; the hit share may differ from the screen's.
# Screens in order – PME-1 inh	LYPLA1 inh	PAD4 FP inh	PREPL inh	LYPLA2 counter	pPAFAH FP inh	GSTO1 inh	PAFAH1B2 inh	PAFAH1B3 inh
> CSCCC(N=C1NS(=O)(=O)c2ccccc21)C(=O)NCc1ccccc1F (configuration not stated)
    0	0	-2	1	4	2	2	0	1
> Nc1nc(-c2cccs2)c(NC(=O)c2ccccc2)s1
    0	-2	1	6	2	6	12	-2	2
> Cc1oc(-c2ccccc2)[n+]([O-])c1C
    3	3	2	-2	4	2	4	5	4
> CC(C)n1nccc1NS(=O)(=O)c1ccccc1
    9	2	-4	4	-4	-1	nt	4	-3
> Cc1cccc(NC(=O)CSc2ncnc3nc[nH]c23)c1
    0	1	-4	-2	2	6	7	2	6
> CC(C)CCNc1cc(=O)n(C)c(=O)n1C
    -6	2	0	0	2	0	2	0	2
> CO/N=C/c1ccc(Sc2ccccc2N)c([N+](=O)[O-])c1
    -4	4	-4	4	9	1	-7	5	5
> O=C(CSc1n[nH]c(-c2cccs2)n1)N1CCCCC1
    -7	-1	-4	-3	6	0	0	-2	7
> C=CCn1c(SCC(=O)NCC)nnc1-c1cc2c(s1)CCC(CC)C2 (configuration not stated)
    -2	-3	0	-6	-8	13	4	4	8
> CN(C)C(=O)c1ccccc1Sc1ccc(Cl)cc1Cl
    0	3	-7	3	5	-3	12	2	8
> Cc1cc(Cn2nnc3ccccc32)c(O)c(C(C)(C)C)c1
    -1	-5	-1	-17	2	6	2	15	6
> Cc1cc(C)n2nc(C(=O)N/N=C/c3ccccc3Cl)nc2n1
    5	0	5	15	8	-1	-7	1	1
> O=C(Nc1ccccc1)C1CCN(C(=O)c2ccco2)CC1
    4	0	-2	0	1	4	2	0	5
> CCOC(=O)c1c(NC(=O)CSc2nnc(Cc3csc(N)n3)n2C)sc(C)c1C
    -1	-3	2	17	1	7	13	3	1
> COc1ccc(C2NN=C(c3ccc(C)cc3)S2)cc1 (configuration not stated)
    -5	-3	6	-19	-5	5	2	0	-5

# Ordered by value in PAFAH1B2 inh (highest first): some entries from above
mol | PME-1 inh | PAD4 FP inh | PREPL inh | pPAFAH FP inh | PAFAH1B2 inh | PAFAH1B3 inh
Cc1oc(-c2ccccc2)[n+]([O-])c1C | 3 | 2 | -2 | 2 | 5 | 4
CCOC(=O)c1c(NC(=O)CSc2nnc(Cc3csc(N)n3)n2C)sc(C)c1C | -1 | 2 | 17 | 7 | 3 | 1
O=C(Nc1ccccc1)C1CCN(C(=O)c2ccco2)CC1 | 4 | -2 | 0 | 4 | 0 | 5

# Going on with the list.
# Screens in order – PME-1 inh	LYPLA1 inh	PAD4 FP inh	PREPL inh	LYPLA2 counter	pPAFAH FP inh	GSTO1 inh	PAFAH1B2 inh	PAFAH1B3 inh
> O=C(NC1CCCCCC1)C1CCC(=O)N(Cc2ccccc2F)C1 (configuration not stated)
    2	-1	-1	6	5	-4	4	2	2
> Cc1nn(Cc2ccccc2Cl)c(C)c1NC(=O)c1ccn(C)n1
    -1	0	0	14	4	-10	-1	-3	-2
> COC(=O)c1ccc(CO/N=C(\NC(C)=O)c2nonc2NC(C)=O)cc1
    6	2	0	-1	1	0	3	2	8
> O=C(NCCC(=O)N1CCNC1=O)OCc1ccccc1
    -2	2	4	9	6	2	6	0	5
> COc1ccc(S(N)(=O)=O)cc1C(=O)OCC(=O)Nc1ncc(Cl)c(C)c1Cl
    nt	nt	-1	4	nt	3	nt	2	2
> Cc1ccc(C)c(N2CCN(C(=O)Cc3ccc(-n4c(=O)[nH]c5ccsc5c4=O)cc3)CC2)c1
    0	-2	-2	8	4	0	-5	-1	7
> CCCCNC(=O)N(CC)c1c(N)n(Cc2ccccc2)c(=O)[nH]c1=O
    -2	-1	-4	17	1	-3	5	0	1
> COc1ccc(CN2CCN(CCCc3ccccc3)C(CCO)C2)c(O)c1 (configuration not stated)
    -1	-3	-1	-6	-4	-4	14	2	6
> C=C(C)CN=C1SC(C(=O)Nc2sc3c(c2C(=O)OC)CCC3)C(N)=C1C(N)=O (configuration not stated)
    21	-4	-5	20	-8	5	18	5	14
> COC(=O)CCC(=O)NNC(=O)CCCOc1ccc(Cl)cc1Cl
    3	2	9	-9	4	-4	5	2	5
> COc1cccc(-n2c(-c3ccc4[nH]c(C)c(C)c4c3)n[nH]c2=S)c1
    6	-6	-1	0	0	4	4	-5	15
> CSc1nc(Cc2ccccc2)cc(=O)[nH]1
    5	1	4	-5	2	-1	0	5	7
> O=C(COC(=O)c1ccc(F)cc1Cl)NC1CCCCCCC1
    nt	nt	2	12	nt	33*	nt	5	8
> CCOC(=O)c1cnn(-c2ccccc2)c1-n1cccc1C(=O)C(=O)Nc1ccccc1C(F)(F)F
    -3	-5	-1	1	1	4	-6	3	0
> CCNC(=S)NCc1ccc(OC)c(OC)c1
    3	0	-3	-5	-2	2	-5	2	7
> Cc1ccccc1OCc1nnc(SCC(=O)NC2CCCCC2)o1
    -2	2	-3	24	1	3	-4	3	-7
> CCOC(=O)N1CCN(S(=O)(=O)N2CCCC(C(=O)NCCc3ccccc3)C2)CC1 (configuration not stated)
    2	0	2	14	4	0	-5	4	6
> COc1ccc(/C=C/C(=O)NC(=S)Nc2ccccn2)cc1
    -17	1	-1	-8	-4	1	2	0	9
> COc1cccc2sc(N(CCCN(C)C)C(=O)c3ccc(S(=O)(=O)N4CCCc5ccccc54)cc3)nc12
    6	-2	2	-14	0	4	0	0	-2
> CC1CCN(CC(=O)NC2CCCCC2)CC1
    -4	3	-2	15	11	-2	-3	3	8
> COC(=O)[C@H](C)N(Cc1ccc(Cl)c(Cl)c1)S(=O)(=O)CCN1CCN(c2ccccc2)CC1
    nt	nt	3	nt	nt	2	nt	2	4
> CC1SC(c2ccc(Cl)cc2)NC1=O (configuration not stated)
    4	-1	-3	-21	10	4	-2	1	13
> O=C1NC(=O)c2cc(NC(=O)C3COc4ccccc4O3)ccc21 (configuration not stated)
    11	5	1	-2	4	0	4	7	-6
> COc1ccc(OC)c(C2=C[N+](=O)C(C)(C)C(C)(C)N2[O-])c1
    -6	-3	-1	-4	5	1	4	0	4
> O=S(=O)(c1cccc(C(F)(F)F)c1)N1CCCC1c1cccnc1 (configuration not stated)
    -1	2	0	-2	2	0	9	1	12
> CN(C)CCN(C(=O)c1ccc(S(=O)(=O)N2CCc3ccccc32)cc1)c1nc2ccc(F)cc2s1
    -2	-4	12	5	0	8	-2	0	-5
> S=c1[nH]nc(CNc2cccc(Cl)c2)o1
    -1	-2	-1	9	-2	1	9	1	4
> CCCCn1c(=O)[nH]c2c(oc3ccccc32)c1=O
    -5	3	-7	10	-4	-10	-29	1	-6
> CCOC(=O)N1CCC(NC(=O)c2oc3c(C)c(C)ccc3c2C)CC1
    6	-9	-5	4	-6	4	-8	-3	9
> Cc1ccc(C2(C)NC(=O)N(CC(=O)Nc3ccc4c(c3)CCC4)C2=O)cc1 (configuration not stated)
    3	-4	-3	-36	-9	-5	nt	2	-7
> O=C(Nc1cc(Cl)ccc1N1CCOCC1)c1ccc(F)c(S(=O)(=O)N2CCOCC2)c1
    0	0	7	20	-4	-1	nt	-1	3
> CCOC(=O)c1c(NC(=O)C(C)S(=O)(=O)c2cn(CC)c3ccccc23)sc2c1CCCC2 (configuration not stated)
    -13	-3	1	18	-8	7	-4	2	-4
> Nc1ccc(C(=O)OCCCc2nc3ccccc3[nH]2)cc1
    -2	1	-3	-3	0	4	3	-6	3
> O=C(CSc1ccc(Cl)cc1)Nc1cccc(-c2nc3ncccc3o2)c1
    -8	-6	0	-37	-12	1	-5	-2	-6
> CCN(CC)CC(=O)c1c[nH]c2ccc(OC)cc12
    3	-8	-8	11	-1	2	0	4	13
> O=C(NNC(=O)C1CCN(Cc2ccc(F)cc2Cl)CC1)Nc1ccc([N+](=O)[O-])cc1
    -1	-6	-2	14	-1	6	4	0	0
> Cc1ccc2c(c1)C1CN(C)CCC1N2C(=O)COc1ccc(N(C)C(=O)c2ccccc2)cc1 (configuration not stated)
    0	-3	-4	2	-9	-7	2	0	-5
> Cc1cc(NC(=O)CSCc2nc(-c3cccc(F)c3)oc2C)no1
    9	1	1	-1	1	-3	-2	6	0
> CCn1nc(C)c(/C=N/NC(=O)Cn2nccc2C)c1C
    -2	-1	-3	3	4	4	4	3	-4
> COc1ccc(NC(=O)c2cccnn2)cc1
    -2	-2	0	-4	-3	12	5	2	3
> O=C(c1ccc([N+](=O)[O-])c(CS(=O)(=O)c2ccc(Cl)cc2)c1)N1CCCC1
    2	0	-3	-1	-9	1	1	6	3
> CC(=O)c1ccc(NC(=O)c2ccc(C)c(Br)c2)cc1
    -2	0	-5	8	-3	2	-5	1	8
> NS(=O)(=O)c1ccc(CCNC(=O)CCCn2c(SCC(=O)N3CCCC3)nc3ccsc3c2=O)cc1
    -13	0	-6	-6	4	-1	10	4	10
> CN(c1nnc(N)s1)C1CCCCC1
    2	3	-7	9	-3	-7	-4	8	5
> COc1ccc(Cl)cc1NC(=O)C(=O)NC1CCCCCC1
    0	-6	0	-9	1	-2	-1	3	4
> Cc1ccc(C)c(-n2ccnc2SCC(N)=O)c1
    -3	-1	-4	7	-1	0	5	6	8
> Cc1cc(OC(=O)c2ccccc2C(F)(F)F)c([N+](=O)[O-])c(=O)[nH]1
    -1	1	2	-1	2	-2	4	12	6
> c1ccc(CSc2ccc(-c3cccnc3)nn2)cc1
    -1	1	0	11	-8	8	2	0	-1
> CN(C)/N=C/C=C1\CCC/C(=C/c2cccs2)C1=O
    -1	-2	-2	10	-1	6	0	1	-1
> COc1cc(/C=N/n2c(-c3cc(C)[nH]n3)n[nH]c2=S)ccc1O
    -1	1	-1	-9	-5	2	9	7	5
> CC1CCCCC1NC(=O)C1CCCN1S(=O)(=O)c1cccc2nsnc12 (configuration not stated)
    -1	-2	-1	-4	-9	-9	2	1	13
> CCOC(=O)N1CCN(S(=O)(=O)N2CCCC(C(=O)NCc3ccc(F)cc3)C2)CC1 (configuration not stated)
    -1	-1	-1	-5	1	1	2	2	5
> CN(C(=O)COC(=O)C1COc2ccccc2O1)C1(C#N)CCCCC1 (configuration not stated)
    -1	-3	-4	5	-5	1	nt	0	-2
> COC(=O)c1[nH]c(C)c(/C(O)=C2\C(=O)C(=O)N(CCN3CCOCC3)C2c2ccco2)c1C (configuration not stated)
    0	-2	-1	10	-6	3	-1	7	1
> c1ccc2c(c1)nc(NCc1ccc3c(c1)OCO3)n2CCN1CCOCC1
    5	-1	1	9	0	-2	1	1	7
> COc1ccccc1C(=O)Nc1ccnn1C1CCN(C(=O)c2cnsn2)CC1
    0	-3	-5	4	-1	1	2	-1	-2
> CC(=O)c1ccc(-n2nnnc2SCC(=O)NNC(=O)c2ccco2)cc1
    1	0	1	-9	0	-3	4	4	16
> CCCCNC(=O)c1sc(=S)n2c1[nH]c(=O)c1ccc(C(=O)NCCc3ccc(OC)c(OC)c3)cc12
    21	2	-5	41	10	40*	-22	20	18
> CCc1ccc(NC(=O)C(=O)NNC(=O)c2ccc(OC)cc2)cc1
    5	3	1	4	4	9	0	10	7
